Screening results as filed in PubChem BioAssay.
Cav3 T inh: inhibitors of human Cav3.2 T-type calcium channel | O95180 | Cav3.2-expressing cells, Fluo-4 calcium fluorescence FDSS; hits give low values | B-score at 10 µM | hit rate 4% among 100,000 | AID 449739;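 active = single-dose well whose peak fluorescence ratio is a statistical outlier from its plate by either plate-standardised score or position-corrected B-score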
Target sequence (O95180 whole entry, looked up): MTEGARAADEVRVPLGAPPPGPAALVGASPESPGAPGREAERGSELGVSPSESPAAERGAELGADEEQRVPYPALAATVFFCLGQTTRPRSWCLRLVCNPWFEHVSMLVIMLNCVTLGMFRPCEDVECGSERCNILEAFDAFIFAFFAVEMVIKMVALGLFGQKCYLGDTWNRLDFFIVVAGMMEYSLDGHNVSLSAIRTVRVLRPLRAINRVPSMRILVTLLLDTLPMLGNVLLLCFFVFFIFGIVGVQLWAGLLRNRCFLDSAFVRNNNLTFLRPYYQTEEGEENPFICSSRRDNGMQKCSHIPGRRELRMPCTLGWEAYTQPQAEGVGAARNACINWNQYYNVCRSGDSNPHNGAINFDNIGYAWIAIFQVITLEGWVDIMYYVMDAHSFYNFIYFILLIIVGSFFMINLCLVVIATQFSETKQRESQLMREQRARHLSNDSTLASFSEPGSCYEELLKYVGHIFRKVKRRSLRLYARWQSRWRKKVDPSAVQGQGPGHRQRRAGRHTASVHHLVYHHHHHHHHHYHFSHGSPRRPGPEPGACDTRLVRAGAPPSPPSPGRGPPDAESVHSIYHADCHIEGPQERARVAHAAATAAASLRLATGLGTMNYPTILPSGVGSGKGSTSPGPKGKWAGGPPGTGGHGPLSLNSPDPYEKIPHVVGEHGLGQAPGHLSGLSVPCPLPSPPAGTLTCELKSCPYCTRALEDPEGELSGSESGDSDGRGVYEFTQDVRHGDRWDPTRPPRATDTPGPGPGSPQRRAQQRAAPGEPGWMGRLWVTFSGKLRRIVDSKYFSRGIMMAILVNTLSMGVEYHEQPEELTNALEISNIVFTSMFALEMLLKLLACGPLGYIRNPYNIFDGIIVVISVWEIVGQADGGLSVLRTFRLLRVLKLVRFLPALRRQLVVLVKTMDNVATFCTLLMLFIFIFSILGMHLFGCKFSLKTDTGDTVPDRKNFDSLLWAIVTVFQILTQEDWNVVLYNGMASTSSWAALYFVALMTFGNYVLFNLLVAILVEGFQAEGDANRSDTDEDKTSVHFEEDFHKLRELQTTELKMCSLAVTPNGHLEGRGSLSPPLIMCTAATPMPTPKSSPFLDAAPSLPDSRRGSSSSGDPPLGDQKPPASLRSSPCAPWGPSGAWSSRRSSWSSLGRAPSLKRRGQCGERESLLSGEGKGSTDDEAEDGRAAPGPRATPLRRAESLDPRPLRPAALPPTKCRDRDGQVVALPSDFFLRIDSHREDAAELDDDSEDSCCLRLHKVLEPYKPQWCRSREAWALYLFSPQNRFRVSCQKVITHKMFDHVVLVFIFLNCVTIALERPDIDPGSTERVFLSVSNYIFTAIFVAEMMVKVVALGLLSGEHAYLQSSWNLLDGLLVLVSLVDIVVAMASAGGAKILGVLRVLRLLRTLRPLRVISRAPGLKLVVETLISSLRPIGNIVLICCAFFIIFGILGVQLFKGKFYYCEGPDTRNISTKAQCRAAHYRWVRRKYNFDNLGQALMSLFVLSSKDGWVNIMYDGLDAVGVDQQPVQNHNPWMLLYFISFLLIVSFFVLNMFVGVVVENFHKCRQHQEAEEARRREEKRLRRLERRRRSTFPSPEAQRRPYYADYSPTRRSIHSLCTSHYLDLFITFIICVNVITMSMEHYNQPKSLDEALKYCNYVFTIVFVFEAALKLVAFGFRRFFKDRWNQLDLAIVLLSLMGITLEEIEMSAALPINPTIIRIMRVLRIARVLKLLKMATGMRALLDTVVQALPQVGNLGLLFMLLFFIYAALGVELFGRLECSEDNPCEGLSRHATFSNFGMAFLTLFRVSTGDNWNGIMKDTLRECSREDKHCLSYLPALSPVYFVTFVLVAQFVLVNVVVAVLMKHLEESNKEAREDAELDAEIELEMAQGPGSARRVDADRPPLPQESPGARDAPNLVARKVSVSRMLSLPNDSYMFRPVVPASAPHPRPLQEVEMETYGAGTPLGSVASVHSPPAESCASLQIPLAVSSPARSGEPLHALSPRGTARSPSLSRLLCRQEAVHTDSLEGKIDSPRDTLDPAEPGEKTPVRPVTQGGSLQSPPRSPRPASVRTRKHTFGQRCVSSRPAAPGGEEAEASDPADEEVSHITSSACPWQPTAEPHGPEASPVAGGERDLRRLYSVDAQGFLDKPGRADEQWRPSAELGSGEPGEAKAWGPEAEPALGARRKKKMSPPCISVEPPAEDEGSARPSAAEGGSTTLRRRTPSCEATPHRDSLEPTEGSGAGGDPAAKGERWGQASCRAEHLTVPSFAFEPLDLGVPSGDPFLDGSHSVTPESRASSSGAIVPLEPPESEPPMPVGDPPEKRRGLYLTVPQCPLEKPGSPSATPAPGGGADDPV
The depositor's hits bear a star.

SMILES	Cav3 T inh
OC(CNCc1ccco1)Cn1c2ccccc2c2ccccc21 (stereo unspecified)	-2.32
O=C1NC(c2cccnc2)C(C(=O)c2cccs2)C(O)(C(F)(F)F)N1 (stereo unspecified)	0.138
CC(C)(C)NC(=S)NCc1cccnc1	1.49
Cc1ccc2[nH]c(=O)c(CNC(C)C)cc2c1	-0.128
CC(=O)NCC(=O)NC(C(=O)Nc1ccc2c(c1)OCCO2)c1ccc(C)cc1 (stereo unspecified)	-0.0289
Cc1nnc(C)n1/N=C/c1ccc(O)cc1	-0.764
CC1(C)CC(=O)C2=C(C1)Oc1ncn(CCO)c(=N)c1C2c1ccccc1 (stereo unspecified)	1.17
COc1ccc(CN(C(=O)CSc2nnc(-c3ccccc3F)o2)c2ccc(F)cc2)cc1	-4.8*
CC1=C(C(=O)NCCc2ccc(C)cc2)C2(CCC(C)CC2)OC1=O (stereo unspecified)	0.0927
CCSc1nc(N)c2c(C)c(C)sc2n1	0.0507
CN(C)S(=O)(=O)N(CC(=O)Nc1ccc(F)c(F)c1)c1ccccc1	-0.851
Cc1ccc(OC(=S)Nc2ccccc2)c(C)c1	0.17
CC(=O)OCc1nc2ccccc2s1	-0.0736
CC(NC(=O)COC(=O)c1ccco1)c1ccccc1 (stereo unspecified)	0.176
O=C(c1ccccc1)c1cccn1CC(=O)N1CCCCCC1	0.945
C=CCn1c(COc2ccc(Cl)cc2)nnc1SCC(=O)N/N=C/c1ccccc1	-3.61
CC(C)C(=O)Nc1ccccc1C(=O)N/N=C/c1ccc([N+](=O)[O-])cc1	0.0151
Cc1cccc(C(=O)Nc2cccc(OC(=O)c3cccc(C)c3)c2)c1	-0.756
CC1=C[C@H]2OC(=O)[C@@H](C)[C@H]2C[C@@H]2[C@H]1C[C@@H](O)[C@@]2(C)O	0.21
O=C(C1CCN(S(=O)(=O)c2ccc(Br)s2)CC1)N1CCc2ccccc21	-2.09
COC(=O)C1=C(C)NC2=C(C(=O)CC(C)(C)C2)C1c1ccccn1 (stereo unspecified)	0.56
Cc1ccc(-c2noc(CCCOc3ccc(Cl)cc3Cl)n2)cc1	-2.58
COc1cc(C(=O)NC(=S)Nc2ccc3oc(=O)ccc3c2)cc(OC)c1OC	0.314
Cc1cc(Nc2ccc(F)cc2Cl)n2nc(C)nc2n1	0.44
Cc1cc(C)n(-c2ccc(C(=O)OCC(=O)Nc3ccc(S(=O)(=O)N4CCOCC4)cc3)cc2)n1	-0.144
Cc1ccnc(NC(=O)C2CCCN(S(=O)(=O)c3cnc[nH]3)C2)c1 (stereo unspecified)	0.573
CN(C(N)=S)c1ccccc1	-0.312
COc1ccc(N=CC2=C(Nc3ccc(OC)cc3)c3c(C)nn(-c4ccccn4)c3CC2)cc1	-4.23*
CC(C)n1nc(C(=O)OCC(=O)c2c[nH]c3ccccc23)c2ccccc2c1=O	0.601
CCOC(=O)C[C@H]1c2ccccc2S(=O)(=O)N1C1CC1	0.554
CC(C)Cn1c(CN2CCN(c3ccccc3F)CC2)nc2c1c(=O)[nH]c(=O)n2C	1.08
O=C(COC(=O)c1cnccn1)NCCc1ccccc1	0.901
CN(C)C(=O)Cn1nc(-c2ccccc2)c2ccccc2c1=O	-0.0739
N#Cc1c(-c2ccc3c(c2)OCO3)csc1N	0.352
Cc1ccc(C)c2c1[nH]c1ccc([N+](=O)[O-])cc12	-0.482
O=C(Cc1ccccc1)NCc1nc2ccccc2[nH]1	0.0591
O=c1[nH]cnc2scc(-c3cccs3)c12	0.0205
Cc1nc(NC2=NCN(C3CCCCC3C)CN2)nc2ccccc12 (stereo unspecified)	0.757
O=C(CSc1nnc(-c2ccccc2)n1Cc1ccco1)NCc1ccc2c(c1)OCO2	-4.12*
COC(=O)C1=CNC=C(C(=O)OC)C1c1cccc(OC)c1	-0.0398
CCOC(=O)c1oc2ccc(S(=O)(=O)Nc3ccc4c(c3)n(C)c(=O)n4C)cc2c1C	0.629
Cc1ccc(-n2nc(C)c3c2OC(N)=C(C#N)C3c2ccccc2F)cc1 (stereo unspecified)	0.179
Cc1cccc(NC(=O)CN2C(=O)NC(C)(c3ccc4c(c3)OCO4)C2=O)c1 (stereo unspecified)	-1.76
O=C(c1cccc(N2CCCC2=O)c1)N1CCN(c2ccccc2)CC1	0.846
COc1ccc([N+](=O)[O-])cc1N(CC(O)Cn1nnc2ccccc21)S(=O)(=O)c1ccc(C)cc1 (stereo unspecified)	-0.73
Cc1cc(C)n(S(=O)(=O)c2ccc(C(C)(C)C)cc2)n1	-3.19
COc1ccccc1-c1ccc(NC2CCCCC2)nn1	-3.31
CC1CCN(C(c2cccs2)c2nnnn2Cc2ccccc2)CC1 (stereo unspecified)	-3.67
N#CCCCn1c(-c2ccccc2)noc1=O	0.783
Cc1ccc(Cl)cc1N1CCN(S(=O)(=O)c2cnc[nH]2)CC1	-1.25
CCN(C(=O)c1cnc2scc(C)n2c1=O)c1ccccc1C	0.337
CCCn1c(CC)nc([N+](=O)[O-])c1S(=O)(=O)c1ccccc1	3.16
CC(=O)Nc1ccc(S(=O)(=O)NCCNC(=O)c2ccccc2F)cc1	0.845
CCc1cccc(C)c1NC(=S)NCCc1c(C)[nH]c2ccc(C)cc12	-3.36*
O=C(Nc1cc(Cl)ccc1O)c1snnc1-c1ccccc1	-0.186
CCOC(=O)c1cc(NC(=O)c2ccccc2)c(=O)oc1-c1ccccc1	-0.123
CCOc1ccc(NC(=O)N(C2CCCCCC2)C2CCN(C(C)=O)CC2)cc1	0.37
O=C(CC1(O)C(=O)Nc2ccccc21)c1ccccc1O (stereo unspecified)	-0.429
CC(Sc1ccccc1)C(=O)Nc1cccc(N(C)S(C)(=O)=O)c1 (stereo unspecified)	-0.165
CCO[C@@H]1OC(C(=O)N2CCOCC2)=C[C@H](C)[C@H]1CCCO	0.155
New compounds follow.
SMILES	Cav3 T inh
Cc1cc(=O)oc2cc(OC(C)C(=O)Nc3nccs3)ccc12 (stereo unspecified)	0.537
Cc1nc(Sc2nnnn2C)c2c3c(sc2n1)CCC3	0.564
O=C(Nc1ccccc1)C1=C[C@H](c2ccc(Br)cc2)C[C@H](OCc2ccc(CO)cc2)O1	-1.14
Cc1cccc(OCc2nnc(N)s2)c1	-0.0121
CCOc1ccc(N2C(=O)CC(n3ccc(C)n3)C2=O)cc1 (stereo unspecified)	0.78
COc1cc(C(=O)N2CCN(C/C=C/c3ccccc3)CC2)cc(OC)c1C	-0.741
c1ccc(Oc2cnc3ccccc3n2)cc1	-1.38
COc1ccc(-c2nc(C#N)c(N3CCCCCC3)o2)cc1	-1.37
O=C1c2ccccc2C(=O)N1CCCP(=O)(O)CCc1ccccc1	0.198
COc1ccccc1-n1c(CNC(=O)c2ccco2)nnc1SCC(=O)Nc1cc(C)ccc1C	0.0145
C[C@@H](C(=O)Nc1ccc2ccccc2c1)[C@@H]1C[C@@]1(C)[C@@H](NC(=O)c1ccccc1)c1ccccc1	-3.92*
O=C(c1ccccc1)N1CCC(c2nc3c(nnn3Cc3ccccc3Cl)c(=O)[nH]2)CC1	-0.487
CCOC(=O)c1cnc(-n2nc(C)cc2C)nc1Nc1cccc(C(=O)O)c1	1.59
O=C(Nc1ccnc(-c2cccnc2)n1)c1ccccc1Cl	0.463
Cc1ccc(Cn2nnc3c(=O)n(Cc4cccc(C)c4)cnc32)cc1	-3.07
Cc1ccc(C)c(NC(NC(=O)c2cccnc2)C(Cl)(Cl)Cl)c1 (stereo unspecified)	-0.923
O=C1CCCC2=C1C(c1ccncc1)Nc1ccccc1N2 (stereo unspecified)	-0.236
O=C(Nc1ccccc1)N1CCC(C(=O)N2CCN(S(=O)(=O)c3cccc(F)c3)CC2)CC1	0.613
Cc1c(Cc2c(Cl)cccc2Cl)c(=O)ccn1C(C)c1ccccc1 (stereo unspecified)	-4.11
COc1ccc(S(=O)(=O)N2CCN(C)CC2)cc1Br	0.847
CCCN(Cc1cc2ccc(C)cc2[nH]c1=O)C(=O)c1cccnc1	0.577
CC(NC(=O)COc1ccccc1)C(=O)OCC(=O)c1cc2ccccc2o1 (stereo unspecified)	0.999
Cc1nc(N2CCN(C)CC2)c2c(C)c(C(=O)Nc3ccc(C)c(F)c3)sc2n1	0.811
COc1ccc2nc(SCC(=O)Nc3ccc(S(=O)(=O)N4CCCC4)cc3)c(C#N)cc2c1	-0.92
CN(CC(=O)N1CCN(c2ccc(F)cc2)CC1)S(=O)(=O)c1ccc(F)cc1	-0.545
CCCCOc1ccc(Cl)cc1Nc1nc(NCCO)nc(N2CCCC2)n1	0.329
C/C(Cn1cnc([N+](=O)[O-])n1)=N\NC(=O)c1ccc(F)cc1	0.537
CN1CCN(C(=O)C2=C[C@H](c3ccc(Br)cc3)C[C@H](OCCCCO)O2)CC1	0.924
Cc1cnn(-c2cc(N/N=C/c3ccc(F)cc3)ncn2)c1	-0.23
CC1CCC(C(=O)NC(C(=O)N2CCc3ccccc3C2)C(C)C)CC1 (stereo unspecified)	-5.36*
COC(=O)[C@@]1(Cc2ccc(OC)cc2)[C@H]2c3cc(C(=O)N(C)C)[nH]c3C[C@H]2CN1C(=O)c1ccccc1	0.82
CCc1nc2ccccc2c(C(=O)OCC(=O)Nc2ccc(S(=O)(=O)N3CCOCC3)cc2)c1C	-0.322
CCOc1ccccc1Cn1c(=O)oc2ccc(C)cc21	-4.66*
COc1ccc(-c2nnc(SCC(=O)NC(C)c3ccccc3)o2)cc1 (stereo unspecified)	-0.543
CC(CN1CCOCC1)c1ccccc1 (stereo unspecified)	0.3
COc1ccc(CC(=O)N2CCN(C(=O)c3ccco3)CC2)cc1	0.21
COc1ccc(CCn2c(-c3ccco3)nc3ccccc3c2=O)cc1OC	0.236
Cc1nnc(SCC(=O)Nc2ccc3c(c2)OCCO3)n1CC1CCCO1 (stereo unspecified)	-0.693
CC1CN(S(=O)(=O)c2cccs2)CC(C)O1 (stereo unspecified)	-0.618
O=C(CC1CCCC1)Nc1ccc2c(c1)CCC2	0.355
CCOc1ccc(N(C(C)C(=O)NC2CCCCCC2)S(C)(=O)=O)cc1 (stereo unspecified)	0.419
CC1CCCN(C(=O)CSc2nnc3n(C4CCCC4)c(=O)c4ccccc4n23)C1 (stereo unspecified)	1.69
COC(=O)Cn1nc(-c2ccccc2)n(-c2ccccc2)c1=S	0.11
Cc1ccc(Cn2nnnc2CN2CCC(NC(=O)c3ccc(Br)cc3)CC2)cc1	-0.346
Cn1c(=O)[nH]c(=O)c2[nH]c(NCCCN3CCOCC3)nc21	-0.0409
CC1CC(C)CN(C(=O)c2ccc3c(=O)n(Cc4ccc5c(c4)OCO5)c(=S)[nH]c3c2)C1 (stereo unspecified)	-4.5
CCC(Sc1nc(=O)cc(N)n1-c1cccc(C)c1)C(=O)Nc1cc(C)on1 (stereo unspecified)	0.156
CO/N=C/NC(=O)c1c(OC)ccnc1Oc1ccccc1	0.121
CN1CCN(C(=O)N2CCNC2=O)CC1	-0.0253
C/C(NCC(C)(C)CN(C)C)=C(/C#N)C(=O)NCc1ccccc1	0.327
Cn1c(=O)c2c(nc(OCC3COC(C)(C)O3)n2Cc2ccccc2F)n(C)c1=O (stereo unspecified)	-0.316
O=C(N1CCOCC1)N1CCC(n2nnc3cc(F)ccc32)CC1	0.823
CC(Sc1nc2ccccc2s1)C(=O)N1CCOCC1 (stereo unspecified)	1.15
Cc1cccc(OCCn2c(=O)sc3ccccc32)c1	-2.73
O=C(Nc1ccc(O)c2c(=O)cc(-c3ccccc3Cl)oc12)c1ccc(F)cc1	0.487
CC(C)c1ccccc1NC(=O)c1cccnc1	1.19
CC(C)(O)C(O)COc1c2ccoc2cc2oc(=O)ccc12 (stereo unspecified)	0.601
c1ccc(-c2ccc(CN3C[C@@H]4C(c5ccccc5)C5(c6cccnc6)CC4(C5)[C@H]3c3ccccc3)cc2)cc1 (stereo partly specified)	-0.0578
Cc1ccc(Sc2oc(/C=N/n3cnnc3)cc2Br)cc1	1.28
CCOc1ccccc1NC(=O)CSc1nnc(-c2ccccn2)n1Cc1ccco1	-2.74

Taken from above:
Result for Cc1ccc(Sc2oc(/C=N/n3cnnc3)cc2Br)cc1 in Cav3 T inh: 1.28
Result for COC(=O)Cn1nc(-c2ccccc2)n(-c2ccccc2)c1=S in Cav3 T inh: 0.11

More entries
SMILES	Cav3 T inh
CS(=O)(=O)N(Cc1ccccc1)c1ccc(C(=O)NC2CCCCC2O)cc1 (stereo unspecified)	-0.381
Cc1ccccc1-n1c(C)nnc1SCC(=O)N1CC(=O)Nc2ccccc21	1.4
Cc1cccc(NC(=S)NC2CC3CCC(C2)N3Cc2ccco2)c1 (stereo unspecified)	1.37
COc1ccccc1N1CCN(Cc2nc(N)nc(Nc3ccc(C)c(Cl)c3)n2)CC1	-5.69*
Cc1cc(C)n2nc(SCC(=O)Nc3c(C)n(C)n(-c4ccccc4)c3=O)nc2n1	0.529

Compounds from the list above containing an aryl thioether with sulfur outside any ring, in the order listed:
SMILES	Cav3 T inh
COc1ccc(CN(C(=O)CSc2nnc(-c3ccccc3F)o2)c2ccc(F)cc2)cc1	-4.8*
CCSc1nc(N)c2c(C)c(C)sc2n1	0.0507
C=CCn1c(COc2ccc(Cl)cc2)nnc1SCC(=O)N/N=C/c1ccccc1	-3.61
O=C(CSc1nnc(-c2ccccc2)n1Cc1ccco1)NCc1ccc2c(c1)OCO2	-4.12*
CC(Sc1ccccc1)C(=O)Nc1cccc(N(C)S(C)(=O)=O)c1 (stereo unspecified)	-0.165
Cc1nc(Sc2nnnn2C)c2c3c(sc2n1)CCC3	0.564
COc1ccccc1-n1c(CNC(=O)c2ccco2)nnc1SCC(=O)Nc1cc(C)ccc1C	0.0145
COc1ccc2nc(SCC(=O)Nc3ccc(S(=O)(=O)N4CCCC4)cc3)c(C#N)cc2c1	-0.92
COc1ccc(-c2nnc(SCC(=O)NC(C)c3ccccc3)o2)cc1 (stereo unspecified)	-0.543
Cc1nnc(SCC(=O)Nc2ccc3c(c2)OCCO3)n1CC1CCCO1 (stereo unspecified)	-0.693
CC1CCCN(C(=O)CSc2nnc3n(C4CCCC4)c(=O)c4ccccc4n23)C1 (stereo unspecified)	1.69
CCC(Sc1nc(=O)cc(N)n1-c1cccc(C)c1)C(=O)Nc1cc(C)on1 (stereo unspecified)	0.156
CC(Sc1nc2ccccc2s1)C(=O)N1CCOCC1 (stereo unspecified)	1.15
Cc1ccc(Sc2oc(/C=N/n3cnnc3)cc2Br)cc1	1.28
CCOc1ccccc1NC(=O)CSc1nnc(-c2ccccn2)n1Cc1ccco1	-2.74
Cc1ccccc1-n1c(C)nnc1SCC(=O)N1CC(=O)Nc2ccccc21	1.4
Cc1cc(C)n2nc(SCC(=O)Nc3c(C)n(C)n(-c4ccccc4)c3=O)nc2n1	0.529

These rows are one share of the data; the hit share may differ from the screen's.
